POLK inh: blocks human DNA polymerase kappa activity; Q9UBT6; purified Pol kappa, fluorescent DNA synthesis assay, 10 min; Potency, µM (top dose mostly 107 µM), for the others: top-dose activity, negative = inhibition, most hits filed as inhibitors; 400,000 tested, 0.53% active; further: potency means the concentration at half of the fitted maximal effect; on the % scale 0 is the no-effect control and ±100 the full control effect
Target sequence (Q9UBT6 whole entry, looked up): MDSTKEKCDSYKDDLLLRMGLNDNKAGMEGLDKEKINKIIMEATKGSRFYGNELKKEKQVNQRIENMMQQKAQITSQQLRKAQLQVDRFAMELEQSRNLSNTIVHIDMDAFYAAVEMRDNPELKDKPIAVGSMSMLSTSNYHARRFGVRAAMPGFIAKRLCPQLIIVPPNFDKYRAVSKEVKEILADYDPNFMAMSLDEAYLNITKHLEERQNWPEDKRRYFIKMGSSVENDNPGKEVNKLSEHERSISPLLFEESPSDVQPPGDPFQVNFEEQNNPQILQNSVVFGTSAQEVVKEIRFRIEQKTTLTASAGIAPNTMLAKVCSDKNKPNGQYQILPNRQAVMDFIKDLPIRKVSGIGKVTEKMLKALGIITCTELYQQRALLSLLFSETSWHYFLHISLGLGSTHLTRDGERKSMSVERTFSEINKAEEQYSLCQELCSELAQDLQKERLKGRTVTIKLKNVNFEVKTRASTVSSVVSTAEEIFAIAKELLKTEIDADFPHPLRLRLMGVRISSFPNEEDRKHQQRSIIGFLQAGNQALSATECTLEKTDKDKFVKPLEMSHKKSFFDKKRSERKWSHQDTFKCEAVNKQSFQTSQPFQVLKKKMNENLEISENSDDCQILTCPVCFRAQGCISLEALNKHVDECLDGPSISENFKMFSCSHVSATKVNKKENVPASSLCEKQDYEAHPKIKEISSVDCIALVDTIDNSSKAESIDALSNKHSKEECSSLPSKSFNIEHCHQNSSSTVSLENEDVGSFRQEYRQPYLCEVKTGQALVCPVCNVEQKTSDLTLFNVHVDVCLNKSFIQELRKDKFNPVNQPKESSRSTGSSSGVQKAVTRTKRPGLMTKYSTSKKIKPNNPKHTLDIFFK
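Inhibition of 10 nM Pol kappa is measured by a fluorescent read-out at 0 and 10 min following addition of 50 nM substrate (final), with a 15-min room-temperature compound preincubation.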
Apoferritin bind: binds horse apoferritin like a general anesthetic | Potency, µM (titrated, usually from 77.5 µM), without a hit: at the top dose activity change, negative = displacement, actives largely listed as inhibitors | AID 485281 | apoferritin/1-aminoanthracene competitive binding, fluorescence | P02791 | 350,000 tested, 0.074% active; further: potency means the concentration at half of the fitted maximal effect; on the % scale 0 is the no-effect control and ±100 the full control effect; nearly all actives have a fitted effect of over 20% in size
Target sequence (P02791 2-175 limits assumed): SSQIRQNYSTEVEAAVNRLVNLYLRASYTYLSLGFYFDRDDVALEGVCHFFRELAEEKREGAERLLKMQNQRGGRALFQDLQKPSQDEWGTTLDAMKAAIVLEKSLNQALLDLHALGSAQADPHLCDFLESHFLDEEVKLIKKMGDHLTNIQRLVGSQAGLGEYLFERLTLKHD
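10 uM apoferritin + 50% sat. 1-AMA, PBS; cpd 10 min RT; Ex380/Em535 endpoint; normalized to free probe vs complex; 4-param Hill fit; propofol titration as pos. ctrl.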
APE1 inh: inhibitors of human APE1 endonuclease; P27695; AID 2517; Potency, µM (series often up to 65.8 µM), for the others: top-dose activity change, negative = inhibition, usual class: inhibitors; recombinant APE1, TAMRA/BHQ-2 abasic DNA cleavage fluorescence; 350,000 tested, 0.35% active;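 further: potency means the concentration at half of the fitted maximal effect; plate controls were vehicle for no effect and reference inhibitor for full effect; nearly all actives have a fitted effect of over 55% in size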
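Kinetic fluorescence read (525 ex/598 em nm, three reads 60 s apart) of AP-site incision; signal = third minus first read. Enzyme 0.75 nM, dual-labelled THF duplex 50 nM, compound preincubation 15 min RT.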
POLB inh: blocks human DNA polymerase beta activity | P06746 | Pol beta primer extension/strand displacement, fluorescence kinetic | Potency, µM (doses to about 114 µM), for inactives: at the highest dose activity change, negative = inhibition, hits mostly inhibitors | 340,000 tested, 1.3% active; further: potency means the concentration at half of the fitted maximal effect; on the % scale 0 is the no-effect control and ±100 the full control effect
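Enzyme-only controls used 10 nM Pol beta; buffer lacking enzyme served as negative control. Compound preincubated 15 min, then 50 nM substrate added; 0 and 10 min reads at room temperature.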
ALOX12 inh: ALOX12 (human) lipoxygenase inhibition; purified 12hLO, xylenol orange hydroperoxide absorbance; Potency, µM (series often up to 108 µM), without a hit: top-dose activity change, negative = inhibition, usual class: inhibitors; 580,000 tested, 1.1% active; AID 1671190; further: potency means the concentration at half of the fitted maximal effect; on the % scale 0 is the no-effect control and ±100 the full control effect
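Purified human 12hLO at 150 nM in 25 mM Hepes, 0.01% Triton X-100, pH 7.0, preincubated 15 min at room temperature with compound. Reaction started with 40 uM arachidonic acid, 30 min at room temperature. Hydroperoxide measured by Fe-xylenol orange, 573/405 nm absorbance ratio.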
TRHR ag: activates the human TRH receptor; TRHR cells, calcium flux fluo-8, FDSS agonist mode; P34981; activation, % at 2 µM; 360,000 tested, 0.18% active; in the data active means activation above about 30%; further: 0% is about no effect
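Read-out: compound-evoked intracellular calcium rise in TRHR cells, fluo-8 dye, kinetic FDSS fluorescence at 1 s/cycle following a 10-cycle baseline. Cells cultured overnight before dye loading (30 min–1.5 h, RT).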
ERG Ets-DNA blk: blocks human ERG Ets domain binding to DNA | fluorescence polarization, His-ERG Ets domain / labelled DNA | 370,000 tested, 0.028% active | Potency, µM (doses to about 76.9 µM), for inactives: top-dose FP activity, negative = inhibition, usual class: inhibitors | P11308; active means well fitted inhibition curve with a large enough effect in the polarisation, with a control signal flat; inconclusive means small, poorly fitted or top-dose-only effect, or effect the other way, or a change in a side signal; inactive means no such curve, though single readings can be large or run the other way; the % refers to the polarisation;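 further: polarization taken with two DNA probes labelled with fluorescein and Texas red; potency means the concentration at half of the fitted maximal effect; % of control where 0% means no effect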
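His-tagged ERG Ets domain (1 uM in the protein solution; 300mM KCl, 50mM Tris-HCl, 1mM EDTA, 1mM DTT, pH 7.5) received compound, then a probe mix of 5 nM fluorescein-DNA and 100nM Texas-615-DNA. Fluorescence polarization was read for both dyes.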
Pol iota inh: DNA polymerase iota (human) inhibition | Q9UNA4 | Pol iota fluorescent replication assay, 10 min | Potency, µM (series often up to 115 µM), inactives show at the top dose activity, negative = inhibition, hits mostly inhibitors | 390,000 tested, 1% active; further: potency means the concentration at half of the fitted maximal effect
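Fluorescent replication assay read twice, at 0 min and 10 min after adding 50 nM (final) substrate. Enzyme (10 nM) and compounds were first incubated 15 min at room temperature; enzyme-free buffer wells were negative controls.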
BLM inh: blocks DNA unwinding by human BLM helicase; Potency, µM (doses to about 56.1 µM), without a hit: top-dose activity change, negative = inhibition, actives largely listed as inhibitors; recombinant BLM DNA unwinding, fluorescence dequenching; 350,000 tested, 0.2% active; AID 2528; P54132;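 further: potency means the concentration at half of the fitted maximal effect; plate controls were vehicle for no effect and no enzyme for full effect; nearly all actives have a fitted effect of over 35% in size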
Starred values were filed as active, the others as inactive; i = inactive; ? = inconclusive; nt = not tested or not shown; & = joins results of further samples; [ ] = another dose, or the depositor's remark. Unless noted, the call rests on the fitted dose curve; in most records, active means well fitted curve in the direction sought with a large enough effect; inconclusive means small, poorly fitted or top-dose-only effect, or another doubt; inactive means no such curve, though single readings can be large; an effect the other way counts as inactive or inconclusive. This is a subset, so the mix of outcomes need not match the whole.

Start of the listing, in advance, two compounds:
SMILES	POLK inh	Apoferritin bind	APE1 inh	POLB inh	ALOX12 inh	TRHR ag	ERG Ets-DNA blk	Pol iota inh	BLM inh
Cc1nc2nc[nH]n2c(=O)c1NC(=O)c1cccc(OCC(C)C)c1	4%	-11%	1%	34%	5%	0.1	-9%	-5%	-3%
Cc1cc(NCCO)c2ccccc2n1	-4%	-3%	-6%	17%	-3%	0.4	-3%	61%[activator]	-1%

All compounds of this part (from the top)
SMILES	POLK inh	Apoferritin bind	APE1 inh	POLB inh	ALOX12 inh	TRHR ag	ERG Ets-DNA blk	Pol iota inh	BLM inh
Cc1nc2nc[nH]n2c(=O)c1NC(=O)c1cccc(OCC(C)C)c1	4%	-11%	1%	34%	5%	0.1	-9%	-5%	-3%
Cc1cc(NCCO)c2ccccc2n1	-4%	-3%	-6%	17%	-3%	0.4	-3%	61%[activator]	-1%
O=C(NCCN1C(=O)S/C(=C\c2cccs2)C1=O)c1ccc(=O)[nH]c1	nt	-3%	-1%	30%	nt	-0.1	nt	nt	-5%
COc1ccc(OC)c(NC(=O)CSc2ccc3ccccc3c2)c1	-2%	43%[activator]	9%	21%	?	0.7	6%	2%	-9%
O=C(CSc1nnc(Cn2nnc3ccccc32)o1)Nc1cccc(Cl)c1	-19%	-24%	-3%	2%	-16%	0.4	0%	69%[activator]	-3%
OC[C@H]1O[C@@H](OC[C@H]2O[C@@H](O)[C@H](O)[C@@H](O)[C@@H]2O)[C@H](O)[C@@H](O)[C@@H]1O	-8%[19.4 µM]	nt	-4%	nt	2%	nt	nt	nt	-1%
CC12CN3CC(c4ccccc4)(CN(C1)C3c1ccc(O)cc1)C2=O (configuration not stated)	-6%	-9%	nt	-22%	-22%	-0.8	-2%	6%	1%
CCC(=O)Nc1cc(C(=O)OC(C(=O)c2ccc(C)c(C)c2)c2ccccc2)ccc1C (configuration not stated)	-16%	?	-11%	12%	-1%	2.8	9%	5%	-8%
COC(=O)CCC/C=C1/SCC(NC(=O)c2ccccc2)/C1=N/O (configuration not stated)	-6%	?	-3%	3%	11%	-0.4	25%	-14%	-3%
Cc1ccccc1N1C(=O)C2ON(c3ccccc3)C(c3ccco3)C2C1=O (configuration not stated)	-36%	3%	3%	9%	24%	-0.3	-10%	?	1%
Cc1ccc(-n2c(=O)c3c(C)c(C)sc3n(CC(=O)c3ccc(Cl)cc3)c2=O)cc1C	-1%	-11%	nt	6%	0%	0.1	1%	4%	3%
CCOC(=O)c1ccc(COC(=O)c2cc3ccccc3oc2=O)o1	-17%	-9%	5%	-24%	0%	-3.1	2%	14%	0%
CCc1ccc(C(=O)NNC(=O)OC)cc1	-2%	-8%	3%	0%	40%[activator]	0.4	-7%	110%[activator]	-2%
Cc1oc(-c2ccc(Cl)cc2)nc1CSc1nc2ncccc2[nH]1	-21%	8%	nt	5%	8%&-8%	-0.3	-8%	-3%	-13%
Cc1ccccc1Nc1nnc(SCC(=O)NCC2CCCO2)s1 (configuration not stated)	-11%	nt	44%	nt	-17%	nt	6%	-12%	nt
O=C(Nc1ccccc1)C1=C[C@@H](c2ccccc2)C[C@@H](OCc2ccc(CO)cc2)O1	-24%	-24%	-6%	-15%	-25%	0.2	2%	6%	-17%
C[C@H]([C@H](O)c1ccccc1)N(C)C(=O)CN	-1%	-11%	1%	9%	6%	0.7	-5%	8%	2%
CCCn1c(SCC(=O)Nc2cc(S(=O)(=O)N3CCOCC3)ccc2Cl)n[nH]c1=O	-8%	-3%	7%	13%	0%	-0.2	-1%	12%	-1%
Cc1nn2c(-c3ccco3)nnc2c2ccccc12	-6%	-10%	4%	22%	-19%	-0.8	?	7%	1%
COc1ccccc1CC(=O)Nc1ccc(S(=O)(=O)N2CC(C)CC(C)C2)cc1 (configuration not stated)	-27%	nt	-2%	nt	-9%	0.4	-1%	?	nt
CC1CCN(c2oc(-c3cccs3)nc2S(=O)(=O)c2ccc(Cl)cc2)CC1	-5%	73%[activator]	nt	1%	-23%	0.5	1%	-7%	-9%
CC1CCC2(CC1)N=C(N)Nc1nc3ccccc3n12 (configuration not stated)	-14%	-14%	0%	0%	-8%	0.0	0%	3%	-9%
S=C(NCCc1ccccc1)Nc1ccccc1N1CCOCC1	-3%	-7%	1%	-2%	-29%	-1.5	-7%	-4%	-11%
COc1ccc(CNCc2cccc(Oc3ccccc3)c2)cc1	-12%	-14%	0%	-20%	?	-0.4	3%	119%[activator]	-10%
Cc1cc(N)nc(SCC(=O)N2C(C)CCCC2C)n1 (configuration not stated)	-7%	?	38%[activator]	-5%	-20%	0.8	7%	48%[activator]	-2%

(list continues)
SMILES	POLK inh	Apoferritin bind	APE1 inh	POLB inh	ALOX12 inh	TRHR ag	ERG Ets-DNA blk	Pol iota inh	BLM inh
COc1ccc(CNC(=O)c2ccc(Cn3cc(Br)cn3)o2)cc1	6%	-18%	-5%	3%	-11%	-1.6	17%	-26%	-5%
Cn1c(CSc2nc3ccccc3s2)n[nH]c1=S	-2%	-2%	-4%	1%	?	-1.3	9%	12%	2%
Cc1cccc(Nc2n[nH]c(=S)s2)c1C	-9%	?	-1%	7%	6.3µM*	0.5	nt	-14%	0%
Cc1ccc(C(=O)ONC(=O)c2ccc(Cl)cc2)cc1[N+](=O)[O-]	10%	4%	5%	41%	?	-0.1	21%	-1%	-3%
Cc1nc(N2CCCCC2)sc1C=O	nt	-7%	6%	-1%	-2%	-0.1	nt	nt	-1%
COc1ccc(N2CCN(CC(=O)N3CCC(C)CC3)CC2)cc1	-9%	-6%	2%	0%	-8%	-1.1	4%	3%	-3%
CCn1c2ccccc2c2c3ncc4cccn4c3ccc21	-3%	-4%	-3%	-15%	0%	8.5	13%	10%	-5%
Cc1ccc(C(=O)OCC(=O)NCc2cccs2)s1	2%	nt	-9%	nt	4%	-0.4	11%	30%[activator]	nt
Cc1cc(NC(=O)c2ccco2)ccc1-n1cnnn1	-1%	-6%	2%	34%	-2%	0.2	7%	10%	-2%
CCOC(=O)C1CCCN(CC(O)COCc2ccccc2OC)C1 (configuration not stated)	-6%	6%	-17%	20%	14%	-0.8	5%	-6%	0%
Cc1cc(C(=O)OCc2nnc(-c3ccccc3)o2)c(C)n1-c1ccccc1	-3%	50%[activator]	-4%	-2%	0%	0.3	-2%	-2%	-7%
O=C(Cc1nc(-c2ccc(Br)s2)cs1)NCCN1CCOCC1	-5%	-24%	-1%	-2%	1%	-0.1	0%	41%[activator]	-7%
CCN1C(=O)/C(=C/c2nc3ccccc3c(=O)n2-c2ccc(C)cc2)c2ccccc21	-12%	-7%	-5%	-7%	1%	0.1	-3%	23%	-6%
COc1ccccc1NS(=O)(=O)c1ccc2c(c1)N(C(C)=O)CC(C)S2 (configuration not stated)	3%	1%	-8%	27%	-16%	0.5	-6%	46%	-2%
Cc1ccc(NC(=O)Cn2nc(C)c(S(=O)(=O)N(C)C)c2C)cc1C	-8%	-10%	-1%	10%	-13%	1.1	-5%	?	-3%
CCCCNC(=O)Cn1nc(N2CCN(c3ccccc3OC)CC2)ccc1=O	-7%	1%	nt	9%	-2%	-0.2	-2%	6%	-4%
CC(=O)Nc1ccc(S(=O)(=O)Nc2ccc3c(c2)n(C)c(=O)n3C)c(C)c1	-2%&-6%	-9%&13%	9%	3%&12%	?	-0.2&0.5	1%&-3%	18%&10%	1%&1%
COc1cccc(C(=O)COc2ccc(NC(=O)c3cccs3)cc2)c1	-24%	-21%	-3%	-26%	1%	-0.4	-8%	-7%	-10%
COc1ccccc1-c1c(C)nn2c(N)c(-c3ccccc3)cnc12	-2%	5%	-15%	4%	17%	-0.3	-5%	18%	-11%
CCOC(=O)c1sc(=S)n(CC)c1NC(=O)c1ccccc1C	-5%	-9%	16%	0%	43%[activator]	0.7	4%	-13%	-1%
CCc1nccn1S(=O)(=O)c1ccc2ccccc2c1	-2%	-14%	-1%	-2%	24%	1.3	4%	13%	0%
CCOC(=O)c1ccc(NC(=O)CN2C(=O)C(C)(C)c3ccccc32)cc1	-11%[60.1 µM]	50%[activator]	nt	11%	-6%	-0.2	-7%	4%	-8%
CC(C)Oc1ccc(CCC(=O)NNC(=O)c2ccccc2C(=O)O)cc1	0%	-3%	-7%	5%	i	-0.5	-7%	18%	4%
CC(C)c1ccc(S(=O)(=O)N2CCN(C(=O)CCNS(=O)(=O)c3ccccc3F)CC2)cc1	-2%	nt	-10%	nt	11%	-1.2	-2%	9%	nt
O=C(Nc1ccccc1C(F)(F)F)N1CCC2(CC1)Oc1ccccc1C(=O)N2Cc1ccccc1F	5%	-19%	nt	12%	9%	0.7	2%	-11%	-5%

Other entries:
SMILES	POLK inh	Apoferritin bind	APE1 inh	POLB inh	ALOX12 inh	TRHR ag	ERG Ets-DNA blk	Pol iota inh	BLM inh
N#Cc1cn(Cc2ccncc2)c(=O)[nH]c1=O	-15%	-2%	-1%	15%	2%	0.2	2%	28%	-3%
O=C(CCn1cccc1)Nc1cc(F)ccc1F	1%	?	0%	22%	-7%	0.1	-10%	-10%	-1%
CCCCNc1c(-c2cccc(-c3ccc(OC)cc3)c2)nc2ccc(C)cn12	-11%	nt	45%[activator]	nt	-20%	0.1	2%	?	nt
Cc1cc(C)n(CCNC(=O)c2ccc3c(c2)OCO3)n1	-17%	3%	6%	2%	-7%	0.3	6%	99%[activator]	-1%
CCCCSc1nnc2[nH]c(=O)cc(N)n12	-14%	?	-1%	?	0%	0.2	1%	20%[58.9 µM]	-3%
CC(C)OC(=O)C(C#N)c1nc2ccccc2nc1N1CCN(Cc2ccccc2)CC1 (configuration not stated)	-13%	-1%	2%	2%	0%&-16%	-0.2	-1%	-2%	-2%
COc1ccccc1S(=O)(=O)Nc1ccc2nc(C)sc2c1	-7%	nt	46%	nt	3%	nt	2%	5%	nt
